# NadD block – blocks S. aureus nicotinate mononucleotide adenylyltransferase | 360,000 compounds, 0.78% hits | AID 602399 | purified NadD enzyme, colorimetric absorbance read-out | inhibition, % at 20 µM; in the data active = inhibition above about 26%; note: some compounds past the cut are filed as inactive
# LMPTP inh – blocks human LMPTP phosphatase; recombinant LMPTP-A, OMFP fluorogenic substrate, fluorescence intensity; 360,000 compounds, 0.22% hits; AID 651560; inhibition, % at 20 µM;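 active = compounds that cut the enzyme signal by at least half of the control window in the single-dose screen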;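 note: plate controls were DMSO wells with enzyme plus substrate for no effect and substrate without enzyme for full effect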
#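 Buffer or medium: Bis-Tris pH 6.0, DTT, detergent; Assay system: LMPTP-A enzyme; Quantity: 0.625 nM enzyme; Detection: endpoint fluorescence intensity; Times: 50 min dark incubation at room temperature; Controls: substrate-only low control, DMSO enzyme-plus-substrate high control; Doses: single 20 µM dose; Read-out: percent inhibition versus substrate-only and uninhibited controls; Reagent: 400 µM OMFP.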
# DNMT1 inh – inhibitors of human DNMT1; P26358; DNMT1 molecular beacon, Hinp1I cleavage, fluorescence; inhibition (reported as % activation of signal), % at 10 µM; 360,000 compounds, 0.83% hits; AID 588458; in the data active = inhibition above about 50%
# Target sequence (P26358 504-1616 limits assumed): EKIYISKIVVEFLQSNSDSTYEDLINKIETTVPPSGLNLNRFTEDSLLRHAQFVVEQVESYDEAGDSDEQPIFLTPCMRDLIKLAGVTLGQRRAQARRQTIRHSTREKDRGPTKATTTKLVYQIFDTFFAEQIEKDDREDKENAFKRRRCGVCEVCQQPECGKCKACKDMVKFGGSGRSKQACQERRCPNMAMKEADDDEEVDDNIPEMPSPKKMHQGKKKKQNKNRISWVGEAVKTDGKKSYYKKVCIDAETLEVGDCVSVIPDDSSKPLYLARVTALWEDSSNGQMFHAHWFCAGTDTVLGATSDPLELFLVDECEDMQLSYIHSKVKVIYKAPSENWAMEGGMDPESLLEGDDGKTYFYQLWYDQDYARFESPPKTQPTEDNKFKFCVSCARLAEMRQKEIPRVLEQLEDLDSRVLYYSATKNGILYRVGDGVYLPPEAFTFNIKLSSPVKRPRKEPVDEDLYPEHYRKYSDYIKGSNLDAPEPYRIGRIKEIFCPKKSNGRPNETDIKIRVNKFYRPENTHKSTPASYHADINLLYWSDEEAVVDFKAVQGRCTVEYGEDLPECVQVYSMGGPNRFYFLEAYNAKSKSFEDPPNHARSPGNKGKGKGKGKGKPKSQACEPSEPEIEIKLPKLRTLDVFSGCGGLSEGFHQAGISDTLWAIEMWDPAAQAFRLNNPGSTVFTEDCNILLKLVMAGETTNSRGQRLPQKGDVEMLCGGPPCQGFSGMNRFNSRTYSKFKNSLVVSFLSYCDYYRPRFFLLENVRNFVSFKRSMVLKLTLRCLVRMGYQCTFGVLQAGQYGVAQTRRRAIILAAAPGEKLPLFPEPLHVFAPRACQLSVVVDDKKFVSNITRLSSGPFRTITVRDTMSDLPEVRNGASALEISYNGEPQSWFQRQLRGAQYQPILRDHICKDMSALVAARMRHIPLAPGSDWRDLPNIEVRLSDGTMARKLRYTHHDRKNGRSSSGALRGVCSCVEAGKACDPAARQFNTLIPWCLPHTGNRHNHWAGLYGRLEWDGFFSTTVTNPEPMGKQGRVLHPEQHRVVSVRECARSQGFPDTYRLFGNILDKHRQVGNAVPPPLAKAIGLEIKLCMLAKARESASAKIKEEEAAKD
# CendR NRP1 mod – NRP-1/CendR interaction modulation; O14786; FAM-RPARPAR peptide binding to NRP-1, fluorescence polarization; inhibition, % at 25 µM; 360,000 compounds, 0.85% hits;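 active = inhibition or corrected inhibition above about 18%, plus a signal ratio from 0.5 to 1.5, limit read from the data, passing the limit was not always enough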; note: strong numbers were not always called active
# SUMO1 PPI mod – alters human SUMO1 binding to SIM partners | inhibition, % at 20 µM | 360,000 compounds, 0.33% hits | SUMO1 binding to a labelled peptide, TR-FRET, 1 h; in the data active = inhibition above about 37%
# Scp1 inh – Scp-1 (human) phosphatase inhibition; Recombinant Scp1, phosphopeptide, malachite green phosphate absorbance; inhibition, % at 20 µM; 340,000 compounds, 0.88% hits; AID 493091;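 active = inhibition above about 50% at 20 µM, limit read from the data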;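 note: plate controls were DMSO wells with enzyme for no effect and wells lacking enzyme for full effect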
#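 Incubation: 45 min enzyme reaction at room temperature / System: truncated SCP-1 phosphatase (76-261aa) / Reagent: Phospho 17-mer peptide substrate / Buffer or medium: Acidic Tris acetate buffer with magnesium and detergent / Signal: absorbance at 630 nm / Doses: one concentration, 20 µM, with 1.0% DMSO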
# STEP block – blocks human striatal-enriched tyrosine phosphatase; P54829; recombinant STEP, OMFP fluorogenic substrate, fluorescence; inhibition, % at 20 µM; 360,000 compounds, 0.25% hits; AID 588621;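 active = inhibition at 20 µM, scaled per plate between control wells, above about 37%, limit read from the data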;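 note: 0% = DMSO with enzyme and substrate and 100% = substrate only without enzyme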
#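 material = STEP tyrosine phosphatase | reagent = fluorogenic phosphatase substrate OMFP at 25 µM final | doses = single compound dose of 20 µM, 1% DMSO final | schedule = 20 min reaction, room temperature, in the dark | measured by = fluorescence, 480/540 nm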
# Rpn11 inh – blocks the human proteasome subunit Rpn11. O00487. AID 588493. 360,000 compounds, 0.59% hits. calls only at 20 µM. human 26S proteasome, Ub4-pepOG fluorescence polarization; 20S core pre-blocked with epoxomicin;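 active = inhibition at 20 µM, scaled to each plate's controls, above about 33%, limit read from the data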
# SKN-1 inh – blocks SKN-1 activity in C. elegans; C. elegans VP596 Pgst-4::GFP/RFP ratio, acrylamide-induced, 24 h; inhibition, % at 21.8 µM; 360,000 compounds, 0.49% hits;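 active = interference check ratio from 0.5 to 1.5 plus GFP to RFP signal ratio inhibition reaching or exceeding a fixed threshold, cut at about 30% in these data, passing the limit was not always enough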; note: some compounds called inactive have numbers as strong as hits
# MT1-MMP act inh – MT1-MMP (human) activation inhibition; P50281; HT1080 RFP-PRO-GFP cells, GFP/RFP ratio fluorescence, overnight; percent of plate control window, DMSO zero; GFP/RFP ratio change, % at 20 µM; 360,000 compounds, 0.061% hits; AID 651647;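 active = GFP/RFP ratio change of at least 30% with cell ATP level not reduced by more than half and red fluorescence within 50% of control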; note: strong numbers were not always called active
#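 Test system: HT1080 RFP-PRO-GFP cells; Benchmarks: DMSO and RFP-L50D-GFP cell wells; Timing: cells overnight before dosing, compound overnight, 37 °C, 5% CO2; Compound: one 20 µM compound dose with 1% DMSO; Read-out: GFP/RFP fluorescence ratio.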
# Numbers without * were called inactive; i = inactive; / = no result given.
SMILES,NadD block,LMPTP inh,DNMT1 inh,CendR NRP1 mod,SUMO1 PPI mod,Scp1 inh,STEP block,Rpn11 inh,SKN-1 inh,MT1-MMP act inh
CCCCCCN1C[C@H](O)[C@@H](n2cc(COC(=O)c3ccccc3)nn2)C[C@@H]1c1ccc(C)cc1,-3,4.1,-5,-10,0,/,2,i,-2,1
COc1ccc(CNC(=O)c2cc3c(=O)[nH]c4ccccc4c3n2C)cc1,-1,2.6,0,5,21,2,0,i,-16,11
CC(=O)C1=C(C)NC(SCC(N)=O)=C(C#N)C1c1cccs1 (stereo not given),-6,-0.6,2,-3,-6,-6,3,i,2,-3
COc1ccc(C(C#N)N2N=C(C)CC2(C)C)cc1OC (stereo not given),1,-0.5,4,-13,1,-5,-3,i,-7,5
CC(C)Oc1ccc(C(=O)N2CCC(CCC(=O)NC3CC3)CC2)cc1,-4,-2.2,0,-3,-2,/,2,i,0,0
COc1ccc([C@H]2[C@H]3C=CC[C@@H](C)[C@@H]3C(=O)N2Cc2ccccc2)cc1Cl,2,2.0,2,28*,4,0,2,i,6,-11
Cc1nc(C(F)(F)F)ccc1C(=O)Nc1ccc2ccccc2n1,-3,-2.8,7,13,4,-5,-3,i,5,/
Cc1nc(CN(C)C(=O)c2cc(COc3c(F)cccc3F)on2)cs1,-4,0.1,-2,1,-2,3,-3,i,-16,0
CC(C)(C)OC(=O)C[C@H]1C/C=C\C[C@H](CC(=O)N(CCO)Cc2ccccc2)C(=O)N2CCC[C@H]2COC1=O,-4,1.9,1,4,0,0,3,i,15,0
Cc1ccc(-n2c(Cc3cccn3C)nnc2SCC(=O)N2CCc3ccccc32)cc1,7,2.2,-6,6,2,6,6,i,9,-9
Cc1ccc2cc(C3CC(c4ccco4)=NN3S(C)(=O)=O)c(Cl)nc2c1 (stereo not given),4,0.2,-4,0,-9,-2,-1,i,-6,-1
COc1ccc(N(Cc2ccccc2)S(=O)(=O)c2cc(C(=O)O)ccc2Cl)cc1,-1,-0.9,-1,7,5,13,-1,i,6,-3

# Next section, starting with the last 5 of the part before.
SMILES,NadD block,LMPTP inh,DNMT1 inh,CendR NRP1 mod,SUMO1 PPI mod,Scp1 inh,STEP block,Rpn11 inh,SKN-1 inh,MT1-MMP act inh
Cc1nc(CN(C)C(=O)c2cc(COc3c(F)cccc3F)on2)cs1,-4,0.1,-2,1,-2,3,-3,i,-16,0
CC(C)(C)OC(=O)C[C@H]1C/C=C\C[C@H](CC(=O)N(CCO)Cc2ccccc2)C(=O)N2CCC[C@H]2COC1=O,-4,1.9,1,4,0,0,3,i,15,0
Cc1ccc(-n2c(Cc3cccn3C)nnc2SCC(=O)N2CCc3ccccc32)cc1,7,2.2,-6,6,2,6,6,i,9,-9
Cc1ccc2cc(C3CC(c4ccco4)=NN3S(C)(=O)=O)c(Cl)nc2c1 (stereo not given),4,0.2,-4,0,-9,-2,-1,i,-6,-1
COc1ccc(N(Cc2ccccc2)S(=O)(=O)c2cc(C(=O)O)ccc2Cl)cc1,-1,-0.9,-1,7,5,13,-1,i,6,-3
CCOc1ccc(CN(C)C(=O)c2cccc(S(=O)(=O)Nc3ccccc3OC)c2)cc1OC,-1,1.9,3,-16,3,/,1,i,18,-1
Cc1ccc(C(=O)N(CCc2ccccc2)Cc2ccccc2)cc1S(=O)(=O)N1CCCCC1,7,0.4,0,-6,-21,-15,3,i,19,-10
Cc1csc(NC(=O)CCS(=O)(=O)c2ccc(Br)cc2)n1,3,-0.6,10,7,3,12,2,i,11,3
O=C(c1cc2ccccc2oc1=O)N(Cc1ccccc1F)C1CCS(=O)(=O)C1 (stereo not given),3,2.0,-2,7,-2,-7,0,i,2,-1
O=S(=O)(Nc1nc2c(s1)CCCC2)c1ccc(Br)cc1,-2,1.4,-3,-1,1,-4,-2,i,4,2
CC1(CCBr)C(=O)N(c2ccccc2)c2ccccc21 (stereo not given),-4,-1.5,1,9,5,-5,-1,i,12,-3
COC(=O)C1=C(C)N(CCc2ccc(OC)c(OC)c2)C(=O)/C1=C\c1ccc(O)cc1,3,-1.1,-4,-4,-3,-8,1,i,20,1
NC(=O)c1ccc(OCC(=O)N2CCNC2=O)cc1,0,-0.2,-1,12,14,-7,-4,i,1,1
COc1cccc(NC(=O)CCSc2ccc3ccccc3n2)c1,-4,1.1,0,2,-3,-6,1,i,1,5
O=C1CCc2cc(S(=O)(=O)NCc3ccccc3)cc3c2N1CC3,-1,-0.6,-2,-12,3,-1,1,i,-6,0
Cc1ccc(S(=O)(=O)N(C)C)cc1NC(=O)COC(=O)C1=COCCO1,-1,-0.7,3,9,4,-5,-1,i,-10,-2
NNC(=O)/C(=C\c1ccco1)NC(=O)c1ccco1,-2,-0.9,1,12,-8,1,1,i,-3,-1
CC(=O)Nc1ccc(S(=O)(=O)NCC(=O)OCC(=O)NCc2ccco2)cc1,3,-0.3,7,-3,4,2,2,i,14,3
Cc1ccc(C(=O)COc2nc(C)nc3ccccc23)cc1,4,-0.7,1,-12,4,5,0,i,3,-9
COc1cc(NC(=O)C2COc3ccccc3O2)c(OC)cc1Cl (stereo not given),-10,2.3,-1,12,0,4,0,i,-17,0
CCC(=O)N/N=C(\C)CC(=O)Nc1ccc2c(c1)OCCO2,-2,-0.8,-3,6,-2,-3,-2,i,5,-3
NC(N)=NCCCc1cn(CC(=O)N2CCNCC2)nn1,-2,-6.5,3,0,-1,-2,-3,i,2,-1
O=C1CCC(C(=O)N2CCN(c3ccc(F)cc3)CC2)CN1CC1CCCCC1 (stereo not given),2,0.5,-1,15,0,-6,-2,i,10,1
CC(=O)NC1C(=O)N(CCN2CCOCC2)c2ccc(C)cc21 (stereo not given),17,5.5,4,-65,7,-8,-5,i,12,3
CC(C)(C)NC(=O)C12CC3CC(CC(Cl)(C3)C1)C2,-2,-1.1,-1,22*,-4,-9,-1,i,1,0
CN1CCN(C(=O)c2ccc(NC(=O)c3ccc(Br)o3)cc2)CC1,5,-4.8,/,-4,0,/,/,/,-10,9
C(=N\Nc1ccccc1)/c1ccc(N2CCOCC2)cc1,6,-0.5,-17,0,-4,1,0,i,0,0
CCOc1ccc(Cc2c(Cl)nc(N)nc2Cl)cc1,4,-0.7,2,-18,5,-3,0,i,-6,-6
Cc1ccccc1-c1nnn(C/C(N)=N/O)n1,-5,-1.2,2,4,0,-2,-3,i,0,3
Cc1ccc(-c2nnn(CC(=O)N(Cc3cccs3)C(C(=O)NC(C)(C)C)c3ccc(C)o3)n2)o1 (stereo not given),-2,-0.3,-1,-4,-2,-5,4,i,-4,6
CCOc1cnn(-c2ccccc2)c(=O)c1Cl,-8,-2.4,1,-9,-1,-4,-3,i,7,2
CN1CCN(CCCNC(=O)CCc2nnc3n(Cc4ccccc4Cl)c(=O)c4ccccc4n23)CC1,-3,-6.1,1,9,-6,0,1,i,15,3
CN(CCN1CCOCC1)C(=O)CC1C(=O)NCCN1Cc1ccccc1C(F)(F)F (stereo not given),6,-2.8,-2,-9,2,3,-2,i,12,-4
CCN(CC)c1ccc(NC(=O)C2CCCC2)cc1,3,0.4,-6,2,-3,1,1,i,-21,0
COc1ccccc1-c1cnc2c(c1)C(=O)N([C@@H](C)CO)C[C@H](C)[C@H](CN(C)C)O2,9,-1.6,6,-9,3,/,2,i,9,-1
C[C@H](NC(=O)c1ccco1)C(=O)NCCc1ccc(S(N)(=O)=O)cc1,-2,1.4,-1,15,4,6,5,i,2,-4
CS(=O)(=O)c1nc(S(=O)(=O)c2ccc(Cl)cc2)c(N2CCCCCC2)s1,-3,0.9,-3,0,0,-8,2,i,11,1
c1ccc(C2=NC(c3ccccc3)CC2)cc1 (stereo not given),1,-0.5,2,-6,5,/,2,i,11,-6
Cc1cc(C)c2c(-n3cccc3)c(C(=O)O)sc2n1,4,0.1,0,2,3,0,-8,i,-4,4
COCCCn1c2nc3ccccc3nc2c2c(=O)n(CC3CCCO3)cnc21 (stereo not given),-3,-0.5,-1,11,-25,0,1,i,13,14
CCOc1ccc(S(=O)(=O)n2cnc3cc(C)c(C)cc32)cc1,-7,-0.7,1,3,3,-5,-3,i,-9,6
COc1ccccc1NC(=O)c1ccc(NC(=O)CN2CCCCC2)cc1,0,-0.9,0,19,-4,-8,0,i,-7,5
Cc1ccc2c(c1)NC(=O)C(CC(=O)NCCCN1CCCC1)O2 (stereo not given),-6,2.9,1,-10,-4,-8,4,i,-2,2
CCOc1cc(N2CCOCC2)c(OCC)cc1NC(=O)c1ccco1,-6,-1.0,6,12,0,-6,2,i,10,0

# Reprinted at random: 3 entries already listed, in no set order.
SMILES,NadD block,LMPTP inh,DNMT1 inh,CendR NRP1 mod,SUMO1 PPI mod,Scp1 inh,STEP block,Rpn11 inh,SKN-1 inh,MT1-MMP act inh
CCOc1ccc(S(=O)(=O)n2cnc3cc(C)c(C)cc32)cc1,-7,-0.7,1,3,3,-5,-3,i,-9,6
COc1ccccc1-c1cnc2c(c1)C(=O)N([C@@H](C)CO)C[C@H](C)[C@H](CN(C)C)O2,9,-1.6,6,-9,3,/,2,i,9,-1
CN1CCN(CCCNC(=O)CCc2nnc3n(Cc4ccccc4Cl)c(=O)c4ccccc4n23)CC1,-3,-6.1,1,9,-6,0,1,i,15,3

# Bioassay records from PubChem BioAssay.
